GSH fluor – compound fluorescence on glutathione beads, profiling panel, artefact control, biophysical, 488/530 nm, flow cytometry | GSH beads flow cytometry, compound fluorescence 488/530 nm; stronger effect = higher value | fluorescence (KMESF) at 10 µM | 190,000 tested, 0.25% active; in the data active = fluorescence above about 89;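 note: glutathione beads carrying GST-tagged Bcl family fusion proteins plus one bare bead set; values are compound well signal with DMSO vehicle wells as background; inactives centre near 16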
RGS8-Gao – RGS8-Galphao binding modulators, primary screen, biochemical, multiplexed bead flow cytometry; actives lie on both sides; response (percent of control binding), % at 10 µM; 220,000 tested, 0.34% active; in the data active = response below about 60% or above about 140%; inactive = in between;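 note: Galphao activated as the GDP aluminium fluoride complex binding bead-coupled RGS8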
Bcl-2 Bim block – inhibitors of Bim-Bcl-2 binding, primary screen, biochemical, multiplexed, human Bcl-2 family | Apoptosis regulator Bcl-2 (Homo sapiens), P10415 | Bead-based flow cytometry, Bim peptide-Bcl-2 binding | inhibition, % at 10 µM | 190,000 tested, 0.06% active | AID 950, 2007; in the data active = inhibition above about 40%;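 note: 0% = no compound wells with probe peptide and 100% = reference peptide inhibitor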
Target sequence (P10415 whole entry, looked up): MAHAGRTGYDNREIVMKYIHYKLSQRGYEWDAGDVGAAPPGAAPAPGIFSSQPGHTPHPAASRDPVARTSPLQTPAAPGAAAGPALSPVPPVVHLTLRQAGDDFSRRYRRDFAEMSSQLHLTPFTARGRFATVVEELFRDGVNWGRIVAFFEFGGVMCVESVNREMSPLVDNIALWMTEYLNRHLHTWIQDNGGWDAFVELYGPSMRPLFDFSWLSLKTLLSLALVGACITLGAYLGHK
RGS4-Gao reg – modulators of RGS4 binding to Galphao, primary screen, biochemical, multiplexed bead flow cytometry. actives lie on both sides. binding response (% of control), % at 10 µM. 220,000 tested, 0.33% active. AID 1415, 2008; in the data active = binding response below about 49% or above about 150%; inactive = in between;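 note: fluorescent Galphao activated with aluminum fluoride binding bead-coupled RGS4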
Bcl-W Bim block – inhibitors of Bim binding to Bcl-W, primary screen, biochemical, multiplexed, bead-based flow cytometry; Bim peptide-Bcl-W binding; AID 952, 2007; inhibition, % at 10 µM; 190,000 tested, 0.02% active;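 note: 0% = bound tracer without compound and 100% = peptide blocker; higher means less fluorescent Bim peptide bound to Bcl-W beads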
Target sequence (Q92843 whole entry, looked up): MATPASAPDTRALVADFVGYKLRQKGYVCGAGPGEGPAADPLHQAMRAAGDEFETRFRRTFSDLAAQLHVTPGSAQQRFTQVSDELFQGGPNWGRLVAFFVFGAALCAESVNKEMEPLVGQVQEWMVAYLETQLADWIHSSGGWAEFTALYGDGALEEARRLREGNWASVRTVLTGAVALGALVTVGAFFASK
Bim-Bcl-XL – inhibitors of Bim-Bcl-XL binding, primary screen, biochemical, multiplexed, bead flow cytometry, human Bcl-XL; Bcl-2-like protein 1 (Homo sapiens), Q07817; Bim peptide-Bcl-XL binding, fluorescence; inhibition, % at 10 µM; 190,000 tested, 0.04% active; AID 1007, 2008
Target sequence (Q07817 whole entry, looked up): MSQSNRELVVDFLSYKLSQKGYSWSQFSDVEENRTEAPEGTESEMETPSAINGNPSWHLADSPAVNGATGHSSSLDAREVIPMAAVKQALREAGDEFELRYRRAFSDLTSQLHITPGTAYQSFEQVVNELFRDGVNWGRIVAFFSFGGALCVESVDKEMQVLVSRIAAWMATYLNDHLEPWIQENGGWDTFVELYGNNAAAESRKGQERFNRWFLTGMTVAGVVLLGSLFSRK
Bfl-1 Bim block – inhibitors of Bim binding to Bfl-1, primary screen, biochemical, multiplexed, bead-based flow cytometry | AID 1008, 2008 | Bcl-2-related protein A1 (Homo sapiens), Q16548 | 190,000 tested, 0.12% active | inhibition, % at 10 µM | Bim-Bfl-1 binding inhibition;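 note: 0% = wells without compound plus tracer and 100% = blocker peptide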
RGS7-Gao reg – RGS7-Galphao binding modulators, primary screen, biochemical, multiplexed bead flow cytometry; actives lie on both sides; binding response (% of control), % at 10 µM; 220,000 tested, 0.35% active; Guanine nucleotide-binding protein G(o) subunit alpha (Homo sapiens), P09471; AID 1439, 2008; in the data active = binding response below about 49% or above about 150%;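 note: fluorescent Galphao held in activated GDP-AlF4 state binding bead-coupled RGS7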
ABCB1 inh – ABCB1 efflux pump inhibitors, primary screen, cell-based, multiplex, flow cytometry, ABCG2 counter-screen. CCRF-Adr cells, JC-1 efflux. inhibition, % at 6.6 µM. 190,000 tested, 0.067% active; in the data active = inhibition above about 40%;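 note: 0% = vehicle and 100% = reference inhibitor; higher value means more JC-1 retained so stronger ABCB1 efflux block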
ABCG2 block – ABCG2 efflux pump inhibitors, primary screen, multiplex with ABCB1, IgMXP3 cells, flow cytometry. 190,000 tested, 0.1% active. JC-1 efflux. Broad substrate specificity ATP-binding cassette transporter ABCG2 (Homo sapiens), Q9UNQ0. inhibition, % at 6.6 µM. AID 1325, 2008;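 active = inhibition above 80%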;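 note: 0% = DMSO and 100% = nicardipine control wells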
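Measure – % inhibition of efflux relative to nicardipine and DMSO · Test system – ABCG2 IgMXP3 and barcoded ABCB1 CCRF-Adr cell mix · Control set – nicardipine as high control, DMSO as low control · Compound – one concentration, 6.6 µM final · Signal – flow cytometry of retained JC-1 fluorescence · Timing – 10 min exposure at 25 °C with rotation, no wash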
Bcl-B Bim block – inhibitors of Bim-Bcl-B binding, primary screen, biochemical, multiplexed, human Bcl-2 family | Bcl-2-like protein 10 (Homo sapiens), Q9HD36 | bead-based flow cytometry, Bim peptide-Bcl-B binding | inhibition, % at 10 µM | 190,000 tested, 0.073% active | AID 951, 2007;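 note: 0% = tracer peptide without compound and 100% = reference inhibitor peptide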
Target sequence (Q9HD36 whole entry, looked up): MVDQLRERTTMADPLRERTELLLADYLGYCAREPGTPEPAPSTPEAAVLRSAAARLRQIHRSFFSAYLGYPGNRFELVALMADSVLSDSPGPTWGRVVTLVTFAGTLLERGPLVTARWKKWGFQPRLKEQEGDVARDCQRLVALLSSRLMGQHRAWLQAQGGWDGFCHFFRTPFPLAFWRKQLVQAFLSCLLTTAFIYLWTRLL
Active calls of the source: *. Cut-off read from the data, not from the text of the source, unless noted: active = inhibition above about 40%.

SMILES | GSH fluor | RGS8-Gao | Bcl-2 Bim block | RGS4-Gao reg | Bcl-W Bim block | Bim-Bcl-XL | Bfl-1 Bim block | RGS7-Gao reg | ABCB1 inh | ABCG2 block | Bcl-B Bim block
O=C(CN1CCN(CC(=O)c2ccc(F)cc2)CC1)Nc1ccccc1Cl | 5 | 96 | -4 | 96 | 0 | -2 | -13 | 96 | 0.1 | 0 | -4
CCOC(=O)c1cccc(C(=O)Oc2ccccc2)n1 | 23 | 99 | -6 | 101 | 1 | -2 | -14 | 96 | 0.9 | 5 | -6
CCCCCCCCCCS(=O)(=O)N/N=C/c1ccccc1OC | 5 | 100 | -1 | 100 | -1 | 1 | 0 | 91 | -0.3 | -3 | -4
CN1CCC(N(C)C(=O)/C=C/c2cn(-c3ccccc3)nc2-c2cccs2)CC1 | 15 | 105 | -1 | 113 | -5 | -3 | -4 | 104 | 3.6 | 5 | -6
O=C(CN1C(=O)/C(=C/c2c(F)cccc2Cl)Oc2ccccc21)NCc1ccco1 | 10 | 100 | -4 | 100 | 0 | -2 | -4 | 93 | -0.1 | 2 | 0
O=C(c1ccccc1Cl)N(Cc1ccc(Br)cc1)N1C(=O)CCC1=O | 23 | 97 | -3 | 102 | 0 | -1 | 1 | 96 | 0.5 | 2 | 3
O=C(Nc1ccc(Nc2ccccc2)cc1)C(Cl)(Cl)Cl | 2 | 104 | -4 | 98 | -2 | -8 | 0 | 102 | -1.0 | -3 | -7
Cc1ccc2nc(-c3ccccn3)c(NC3CCCC3)n2c1 | 13 | 103 | -3 | 102 | -3 | -5 | 0 | 102 | 0.5 | 16 | -10
CC(Oc1ccccc1)C(=O)OCC(=O)NC(=O)NCc1ccco1 (configuration not stated) | 267* | 105 | -7 | 106 | -1 | -5 | -8 | 102 | 1.0 | 1 | -6
Cc1ccc(N(Cc2ccc(C(=O)NCC3CCCO3)cc2)S(C)(=O)=O)cc1C (configuration not stated) | 16 | 99 | -6 | 98 | 0 | -3 | 0 | 96 | 1.2 | 4 | 2
CCN(CC)C(=O)c1scc2c1OCCO2 | 15 | 101 | 0 | 104 | -3 | -2 | -2 | 102 | 0.3 | 1 | -7
Cc1ccc(C(C(=O)NC2CCCC2)N(C(=O)CCC(=O)Nc2cc(C)on2)c2ccccc2)cc1 (configuration not stated) | 13 | 103 | -1 | 104 | -4 | -8 | -3 | 102 | 0.4 | 5 | -7
C/C(=N\NC(=S)NC(C)C)c1ccccc1OC(F)F | 18 | 107 | 2 | 106 | 0 | -5 | -4 | 108 | 0.2 | 1 | -1
Cc1noc(C)c1C(=O)OCC(=O)c1c[nH]c2ccccc12 | 9 | 96 | 0 | 98 | -1 | -3 | 0 | 95 | 0.7 | 4 | -5
COc1ccccc1NC(=O)CN1CCN(c2ccccc2F)CC1 | 4 | 101 | -6 | 104 | 0 | -3 | -7 | 101 | 0.4 | 1 | -5
CC(=O)c1c(N)nc2n(c1=O)CCCCC2 | 20 | 101 | -1 | 103 | -3 | 0 | 0 | 101 | 0.4 | 2 | 0
O=C(Nc1ccc(C(=O)NN2C(=O)c3ccccc3C2=O)cc1)c1ccccc1 | 24 | 99 | -3 | 97 | 0 | -4 | 7 | 94 | 0.2 | 4 | 0
NC(=O)CSc1nnc(COc2ccccc2)n1Cc1ccco1 | 10 | 102 | -5 | 101 | -3 | -5 | -5 | 101 | 0.9 | 2 | -6
C=CCN1C(=O)/C(=C\c2ccc(Oc3nc(N4CCOCC4)nc(N4CCOCC4)n3)c(OC)c2)SC1=S | 20 | 97 | 4 | 97 | 1 | 2 | 5 | 91 | 4.6 | 2 | 1
O=C1/C(=C/c2cccs2)Cc2ccccc21 | 12 | 96 | 3 | 101 | 0 | 3 | 2 | 94 | 0.1 | 10 | 1

Brought forward from above: 3 entries, then new ones.
SMILES | GSH fluor | RGS8-Gao | Bcl-2 Bim block | RGS4-Gao reg | Bcl-W Bim block | Bim-Bcl-XL | Bfl-1 Bim block | RGS7-Gao reg | ABCB1 inh | ABCG2 block | Bcl-B Bim block
NC(=O)CSc1nnc(COc2ccccc2)n1Cc1ccco1 | 10 | 102 | -5 | 101 | -3 | -5 | -5 | 101 | 0.9 | 2 | -6
C=CCN1C(=O)/C(=C\c2ccc(Oc3nc(N4CCOCC4)nc(N4CCOCC4)n3)c(OC)c2)SC1=S | 20 | 97 | 4 | 97 | 1 | 2 | 5 | 91 | 4.6 | 2 | 1
O=C1/C(=C/c2cccs2)Cc2ccccc21 | 12 | 96 | 3 | 101 | 0 | 3 | 2 | 94 | 0.1 | 10 | 1
O=C(c1ccccc1F)N1CCN(S(=O)(=O)c2ccc3c(c2)OCCO3)CC1 | 24 | 104 | -9 | 102 | 4 | 0 | -9 | 106 | 0.3 | 4 | -4
COc1ccc(NC(=O)Cn2c(=O)n(-c3ccccc3)c(=O)c3oc4ccccc4c32)c(OC)c1 | 4 | 126 | 0 | 106 | -2 | -4 | 4 | 109 | 0.3 | -17 | -3
CC1CCN(S(=O)(=O)c2ccc3c(c2)N(CC(=O)NCc2cccnc2)C(=O)CS3)CC1 | 24 | 85 | 0 | 98 | -4 | -4 | -1 | 99 | 0.3 | 1 | -3
Cc1ccc(S(=O)(=O)N2CCN(C(=O)CSc3nc(N)cc(=O)[nH]3)CC2)c(C)c1 | 14 | 101 | 3 | 102 | -1 | -2 | -2 | 96 | 0.6 | 10 | -5
Cc1cccc(COCC(CC(C)C)N2CCN(C(=O)c3ccc(C(F)(F)F)cc3)CCC2=O)c1 (configuration not stated) | 19 | 107 | 0 | 102 | 0 | -1 | 1 | 105 | 2.6 | 7 | -3
COc1ccc(CCNC(=O)CSc2nnc(CNC(=O)c3ccccc3F)o2)cc1OC | 18 | 100 | -2 | 103 | 0 | 2 | 0 | 101 | -0.1 | 3 | -2
COCc1nn2c(N)c(C#N)cnc2c1-c1ccccc1 | 17 | 99 | 3 | 95 | -2 | 2 | -2 | 95 | 0.6 | 5 | 1
COc1ccc(NC(=O)c2ccccc2NC(=O)NC2CCCCC2)cc1 | 14 | 104 | -3 | 102 | -1 | -2 | -2 | 101 | 0.5 | 5 | -2
O=C(Nc1cccnc1)c1ccc2c(c1)OCO2 | 24 | 95 | 0 | 95 | -2 | 0 | -4 | 98 | 0.7 | 5 | -1
COC(=O)c1sccc1OCc1cccc(OC)c1 | 16 | 105 | -2 | 100 | 3 | 0 | -5 | 102 | 0.2 | 3 | 0
COc1ccc(/C=N/Nc2ccc([N+](=O)[O-])cc2)cc1Cn1cc([N+](=O)[O-])cn1 | 17 | 105 | -11 | 108 | 3 | -5 | -8 | 107 | 0.0 | 2 | -4
O=C(CC1C(=O)NCCN1Cc1ccccc1C(F)(F)F)NCCn1cccn1 (configuration not stated) | 14 | 108 | -6 | 102 | -3 | -3 | -7 | 106 | 0.3 | 1 | -4
COc1ccc(N(CC(=O)N2c3ccccc3CC2C)S(=O)(=O)c2c(C)nn(C)c2C)cc1 (configuration not stated) | 24 | 101 | -12 | 102 | 0 | -2 | -11 | 101 | 1.5 | 2 | -7
CCCCN(C)C1CCN(C(=S)Nc2ccc(OCC)cc2)CC1 | 11 | 108 | -2 | 102 | 0 | -4 | -3 | 104 | 0.1 | 0 | -5
Cc1ccc(Cc2nnc3n(-c4ccccc4)nc(C(=O)c4ccccc4)n3c2=O)cc1 | 48 | 103 | -34 | 91 | -32 | -29 | -34 | 103 | 8.8 | 11 | -46
CC(C)CC(NC(=O)OC(C)(C)C)C(=O)NC(C(=O)N1CCCC1C(N)=O)C(C)C (configuration not stated) | 31 | 102 | -7 | 101 | -1 | -8 | -3 | 100 | 0.4 | -3 | -10
CCOc1ccc(C2=Nn3c(nnc3-c3cccnc3)SC2)cc1 | 18 | 97 | -8 | 102 | 3 | 5 | -12 | 100 | 0.9 | 45 | 1
COc1cccc(CN2CCN(C(=O)c3cccc4ccccc34)CC2)c1OC | 62 | 105 | -6 | 107 | -2 | -4 | -5 | 107 | 1.3 | 4 | -6
O=C(CC1N=C2c3ccccc3N=C(SCc3ccccc3Cl)N2C1=O)NCc1ccco1 (configuration not stated) | 28 | 96 | 2 | 100 | 1 | 0 | 10 | 100 | 0.8 | 4 | -4
CC(=NCC1CCNCC1)C1=C(O)CC(C)(C)CC1=O | 12 | 102 | -7 | 100 | 0 | -4 | -8 | 100 | 0.5 | 2 | -9
CCOC(=O)C1=C(C)N(CCO)C(=O)NC1c1cccc(O)c1 (configuration not stated) | 16 | 102 | -3 | 105 | 1 | -2 | -6 | 102 | 0.1 | 1 | -3
Cc1cccnc1NC(=S)NCCc1ccccc1 | 20 | 98 | 2 | 102 | 8 | 6 | 18 | 98 | 0.1 | 3 | -11
CCC(Sc1nc2sc(C(=O)OC)c(C)c2c(=O)n1N)C(=O)N(CC)CC (configuration not stated) | 33 | 104 | -4 | 103 | -1 | 0 | -6 | 102 | 7.9 | 8 | -5
O=C(Nc1cccnc1)c1ccc(CSc2ccccc2)cc1 | 14 | 96 | -1 | 99 | -4 | 0 | -4 | 98 | 0.2 | 17 | 0
CCCNC(=O)CSc1nc(-c2cccs2)cc(C(F)(F)F)n1 | 11 | 94 | 1 | 106 | 4 | 1 | 0 | 100 | 1.5 | 15 | 0
CCOC(=O)N1CCN(C(=O)c2cnn3c(C)c(Cc4ccc(C)cc4)c(C)nc23)CC1 | 43 | 87 | -3 | 97 | 0 | -1 | 0 | 106 | 0.0 | -1 | 0
CCn1c(O)c2ccc(C(=O)N=NC(=O)c3cccnc3)cc2c1O | 36 | 100 | -10 | 102 | -1 | -5 | -10 | 99 | 0.2 | 0 | -7
O=c1oc(-c2ccccc2F)nc2c1cnn2-c1ccccc1 | 45 | 100 | -7 | 100 | 2 | 3 | -12 | 97 | 0.1 | 3 | -6
COc1ccc(-c2cc(=O)[nH]c(=S)[nH]2)cc1 | 19 | 102 | -4 | 99 | -6 | -5 | -1 | 100 | 0.5 | 3 | -20
CCOC(=O)c1cccc(NC(=O)/C(=C\c2ccccc2)NC(=O)c2ccccc2Cl)c1 | 32 | 100 | -11 | 101 | 0 | -5 | -18 | 97 | 1.2 | 49 | -6
CCCCn1nc(C(=O)N2CCc3ccccc32)c2ccccc2c1=O | 34 | 93 | 0 | 103 | 1 | 1 | 3 | 100 | 12 | 31 | 2
CCCN1C2CCCC1CC(NC(=S)Nc1cccc(C)c1)C2 (configuration not stated) | 13 | 98 | -4 | 94 | -1 | -2 | -11 | 97 | 2.1 | 3 | -3
CCOC(=O)c1nn(-c2ccc(F)cc2)c2nc(Nc3ccccc3)cc(=O)n12 | 6 | 98 | -8 | 97 | -3 | -5 | -2 | 101 | -0.3 | -4 | -6

Screening results: PubChem, NMMLSC
